Screening results (PubChem BioAssay)
BRCA1 expr up: increases BRCA1 expression | MCF7-BRCA1-FFLuc reporter, luminescence, 48 h; response scale: scaled: vehicle 0%, 10 µM genistein 100% | Potency, µM (doses to about 46.1 µM), for inactives: at the highest dose activation, hits mostly activators | actives 1.1% (n = 380,000) | AID 624202; further: potency means the concentration at half of the fitted maximal effect; nearly all actives have a fitted effect of over 80% in size; some results filed as inactive show a strong effect at the top dose
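MCF7-BRCA1-FFLuc cells, 2000/well in phenol-red-free MEM, attached 2 h then treated 48 h at 37 C. Luciferase luminescence read 15 min after reagent; normalized to genistein maximum activation (10microM) and DMSO, concentration-response fitted.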
ELG1 DNA repair: blocks ELG1-dependent DNA repair in HEK293T cells | HEK293T ELG1-luciferase reporter, luminescence, 16 h; DNA damage induced by 5-fluorouridine | actives 2.3% (n = 330,000) | AID 504467 | Potency, µM (series often up to 46.1 µM), inactives show at the highest dose activity change, negative = inhibition, most hits filed as inhibitors; further: potency means the concentration at half of the fitted maximal effect; on the % scale 0 is the no-effect control and ±100 the full control effect; nearly all actives have a fitted effect of over 55% in size
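HEK293T cells expressing luciferase-tagged ELG1 (2,000/well) received 5-Fluorouridine plus compound or DMSO for 16 hr at 37 °C. Luciferase was read by ONE-Glo luminescence after 30 min at room temperature.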
p53 reactivation: re-activators of mutant p53; H1299 p53-A138V BP100-luciferase reporter, luminescence, 24 h; Potency, µM (titrated, usually from 92.2 µM), for inactives: top-dose activity change, positive = activation, most hits filed as activators; actives 0.063% (n = 320,000); AID 504706; further: potency means the concentration at half of the fitted maximal effect; % of control where 0% means no effect; nearly all actives have a fitted effect of over 45% in size
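H1299 (p53-null), stable ts p53-A138V + BP100-Luc; 1000 cells/well, Opti-MEM/10% FBS; cpd 4 pt, 1:5; 24 h, 37 deg C, 5% CO2; detection reagent 10 min RT; luminescence.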
TCR act: activators of T cell receptors | Potency, µM (doses to about 9.22 µM), inactives show at the top dose activation of IL-2 secretion, most hits filed as activators | primary human leukocytes, anti-CD3, IL-2 HTRF, 48 h | 330,000 tested, under 10 active | AID 504894; further: % of control where 0% means no effect
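Using a-CD3 beads without co-stimulation, primary human leukocytes were exposed to compounds for 48 hr. An HTRF IL-2 kit measured the cytokine, with europium-to-d2 energy transfer producing emission at 665nm upon 320nm excitation.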
CXXC DNA block: MLL CXXC-DNA interaction inhibition; MLL-CXXC / FITC-HOXA9 DNA fluorescence polarization; Potency, µM (top dose mostly 115 µM), without a hit: at the top dose activity change, negative = inhibition, hits mostly inhibitors; actives 0.037% (n = 290,000); AID 2662; active means well fitted inhibition curve with a large enough effect in the polarisation, with a control signal flat, not every such curve was filed as active; inconclusive means small, poorly fitted or top-dose-only effect, or effect the other way, or a change in a side signal; inactive means no such curve, though single readings can be large or run the other way; the % refers to the polarisation; further: potency means the concentration at half of the fitted maximal effect
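Purified MLL-CXXC (added from a 7 uM solution) was preincubated 5 min at ambient with pinned compounds in 50 mM Tris-HCl pH 7.5, 50 mM NaCl, 1 mM DTT, 0.05% BSA. Fluorescein-labeled HOX-A9 DNA (50 nM solution) followed, 30 min, then polarization read.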
TSG101-PTAP inh: blocks PTAP/TSG101 interaction to inhibit HIV-1 budding; Q99816; Fluorescence polarization, FITC-PTAP peptide / Tsg101 binding; Potency, µM (titrated, usually from 115 µM), for inactives: at the highest dose activity change, negative = inhibition, usual class: inhibitors; 340,000 tested, under 10 active; AID 493005; active means well fitted inhibition curve with a large enough effect in the main read-out, with a control signal flat, not every such curve was filed as active; inconclusive means small, poorly fitted or top-dose-only effect, or effect the other way, or a change in a side signal; inactive means no such curve, though single readings can be large or run the other way; further: potency means the concentration at half of the fitted maximal effect; % of control where 0% means no effect
Target sequence (Q99816 whole entry, looked up): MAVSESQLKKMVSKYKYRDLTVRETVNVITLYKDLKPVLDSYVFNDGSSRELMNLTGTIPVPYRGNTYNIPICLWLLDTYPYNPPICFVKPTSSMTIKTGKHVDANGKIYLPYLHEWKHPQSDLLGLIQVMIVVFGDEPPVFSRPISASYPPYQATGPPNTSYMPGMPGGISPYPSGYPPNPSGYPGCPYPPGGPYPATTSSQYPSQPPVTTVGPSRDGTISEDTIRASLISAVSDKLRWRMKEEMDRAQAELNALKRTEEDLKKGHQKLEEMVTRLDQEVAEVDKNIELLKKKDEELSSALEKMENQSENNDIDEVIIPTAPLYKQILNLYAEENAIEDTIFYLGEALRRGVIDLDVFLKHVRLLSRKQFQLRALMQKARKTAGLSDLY
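Fluorescence polarization binding of Tsg101 binding domain (10 uM final) to FITC-labeled PTAP peptide (50 nM final) in HEPES pH 7.5 buffer with NaCl, Tween 20, EDTA, TCEP. Compounds added before peptide; binding 20 min at RT.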
a7 integrin act: activators of alpha7 integrin expression for muscular dystrophy | alpha7betagal myoblasts, beta-gal FDG fluorescence, 48 h | Potency, µM (highest dose often 38.3 µM), inactives show top-dose activation, most hits filed as activators | actives 0.064% (n = 350,000) | AID 624291;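 further: potency means the concentration at half of the fitted maximal effect; 100% = response of the positive control SU9516; nearly all actives have a fitted effect of over 60% in size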
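Alpha7betagal+/- myoblasts (passage 13) were plated 16-24 hr, then exposed to compounds (1:260 dilution of DMSO stock) for 48 hours at 37C. After MPER lysis, β-galactosidase reporter activity was read as FDG fluorescence (ex 480/em 540) after 30 minutes.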
A-T KAP1 phos: potential ataxia-telangiectasia treatment | […] A-T fibroblasts, KAP-1 phosphorylation AlphaLISA; neocarzinostatin DNA damage 30 min before lysis | Potency, µM (doses to about 57.5 µM), inactives show top-dose activation, most hits filed as activators | actives 0.19% (n = 320,000); further: potency means the concentration at half of the fitted maximal effect; % of control where 0% means no effect; nearly all actives have a fitted effect of over 45% in size
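hTERT-immortalized A-T patient fibroblasts ([…]), 500 cells/well in OPTI-MEM, 1% FBS, got compounds for 60 min, then NCS for 30 min at 37C. Lysates were then assayed for phospho-KAP-1 by AlphaLISA (anti-pKAP1 donor, anti-KAP1 acceptor beads), 6 hr at 25C.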
B2AR arrestin: beta2AR (human) beta-arrestin recruitment activity; beta-arrestin recruitment to beta2AR, cell-based reporter; Potency, µM (series often up to 46.1 µM), inactives show at the top dose activation, most hits filed as activators; actives 0.02% (n = 330,000);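 further: potency means the concentration at half of the fitted maximal effect; 0% = DMSO controls and full agonism = EC100 isoproterenol or metaproterenol; nearly all actives have a fitted effect of over 65% in size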
Target sequence (P07550 whole entry, looked up): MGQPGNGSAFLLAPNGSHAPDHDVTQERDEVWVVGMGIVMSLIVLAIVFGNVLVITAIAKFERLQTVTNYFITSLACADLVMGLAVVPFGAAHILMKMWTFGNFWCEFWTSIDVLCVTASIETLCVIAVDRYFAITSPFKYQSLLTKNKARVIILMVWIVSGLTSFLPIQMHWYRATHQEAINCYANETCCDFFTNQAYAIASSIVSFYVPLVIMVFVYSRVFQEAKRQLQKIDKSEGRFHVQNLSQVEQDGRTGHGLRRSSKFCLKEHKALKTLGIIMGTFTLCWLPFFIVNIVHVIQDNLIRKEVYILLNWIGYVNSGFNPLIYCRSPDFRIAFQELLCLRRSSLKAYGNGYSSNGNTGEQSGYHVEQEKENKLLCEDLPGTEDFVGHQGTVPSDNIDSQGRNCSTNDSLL
TRPV1 ag: agonists of human vanilloid receptor 1 (TRPV1). actives 0.19% (n = 320,000). AID 540275. TRPV1-expressing cells, Fluo-8 calcium influx, agonist mode. activation, % at 8.33 µM. Q8NER1; in the data active means activation above about 80%; inconclusive means between about 30% and that limit; further: 0% is about no effect
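TRPV1-expressing cells were cultured overnight at 35.5C and loaded with Fluo-8 calcium dye for 40 to 90 min at room temperature. After a 10 s baseline, compound was added and calcium influx was read kinetically for 3 min (ex 480/em 520 nm).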
Numbers without * were called inactive; u = inconclusive; x = no result given; [ ] = another dose, or the depositor's remark. Unless noted, the call rests on the fitted dose curve; in most records, active means well fitted curve in the direction sought with a large enough effect; inconclusive means small, poorly fitted or top-dose-only effect, or another doubt; inactive means no such curve, though single readings can be large; an effect the other way counts as inactive or inconclusive. This is a random part of the collection; 3.8% or so of the library scored in one or more.

SMILES	BRCA1 expr up	ELG1 DNA repair	p53 reactivation	TCR act	CXXC DNA block	TSG101-PTAP inh	a7 integrin act	A-T KAP1 phos	B2AR arrestin	TRPV1 ag
CCOC(=O)c1cc(CNC(=O)c2c(C)oc3c2CCCC3)c(C)o1	14%	u	8%	2%	-5%	-3%	-26%	19%	0.2%	1
O=C(Cn1cnc2ccccc2c1=O)N1CCN(c2ccccc2)CC1	-3%	4%	7%	1%[46.1 µM]	-4%	-1%	-57%[inhibitor]	x	-0.3%	-1
Cc1ccc(NC(=O)C2CC=CCC2C(=O)N2CCCCC2)cc1 (stereo not given)	7%	-16%	-6%	-1%	-6%	-3%	-24%	2%	-0.2%	-6
COc1cc(CC(=O)OCC(=O)N(C)C2CCCCC2)cc(OC)c1OC	-12%	u	5%	-5%	x	1%	0%	0%	0.3%	x
COc1ccc2cc(CCNC(=O)c3ccc(S(=O)(=O)N4CCCC4)cc3)c(=O)[nH]c2c1	-14%	-9%	16%	-11%	10%	x	-12%	1%	-0.6%	2
CC[C@@]1(c2cccc(C)c2)C(=O)N(C(=O)OC)N1C(=O)OC	0%	u	x	3%	16%	0%	21%	16%	0.3%	-2
Cc1c(C)c2ccc(OCC(=O)NCCCN3CCCC3=O)cc2oc1=O	-7%	u	-8%	-4%	6%	2%	u	-6%	-1.1%	1
COC(=O)c1ccc(-c2nc(O)c3cnccn23)cc1	-4%	10%	-6%	-17%	-15%	-5%	-16%	1%	0.0%	0
O=C(Nc1nccs1)c1c(O)c2cccc3c2n(c1=O)CCC3	x	7%	-1%	x	-7%	x	x	7%	-0.5%	0
CC(C)CCn1cnc2c1c(=O)n(CC(=O)NC(N)=O)c(=O)n2Cc1ccccc1	-16%	0%	-6%	7%	-2%	-2%	34%	2%	-0.1%	-1
Cc1nnc(NC(=O)CSc2ccc(-c3cccnc3)nn2)s1	-8%	16%	8%	-6%	-2%	-3%	40%	-3%	-0.7%	18
CCc1ccc(NC(=O)C(C)Nc2ccc(S(=O)(=O)NC(C)=O)cc2)cc1 (stereo not given)	-8%	12%	12%	0%	-1%	-3%	15%	-4%	-0.4%	0
N#CC1=C(N)Oc2cc(N)ccc2C1c1ccc(Cl)cc1 (stereo not given)	1%	-6%	-39%[inhibitor]	1%	-4%	0%	-24%	9%	0.0%	3
COc1ccccc1NC(=O)c1nn(-c2ccc(F)c(F)c2)ccc1=O	-2%	0%	-8%	0%	-1%	52%[activator]	23%	-2%	0.1%	4
COc1ccc(CCNS(=O)(=O)c2ccc(Br)cc2)cc1OC	-2%	4%	u	-41%	5%	-6%	25%	-21%	-0.3%	13
O=C(c1ccc(COc2ccccc2Cl)o1)N1CCCC1	33%	0%	3%	-33%	2%	-5%	-15%	2%	-0.2%	7
CCOc1cc(/C=N/NC(=O)c2cccs2)cc([N+](=O)[O-])c1O	43%	u	6%	3%	-5%	1%	5%	16%	-0.3%	4
CCc1cc2cc(C)cc(C)c2nc1SCC(=O)N1CCCC1	-12%	-8%	-6%	6%[46.1 µM]	-2%	-9%	-8%	1%	-0.6%	u
Cc1ccc(NC(=O)CN(C)C(=O)c2cc(-c3ccco3)nc3ccccc23)cc1	-30%	13µM*	-6%	-1%	x	0%	25%	-6%	-0.4%	2
CCc1nc(SCC(=O)N2CCCCCC2)c2c(=O)n(C)c(=O)n(C)c2n1	0%	-6%	-2%	2%	31%	-5%	19%	1%	-0.5%	2
CCOc1ccc(N(CC(=O)Nc2cc(Cl)ccc2C)S(C)(=O)=O)cc1	-47%	-18%	x	4%	1%	-2%	-13%	-1%	-0.3%	-2
Cc1ccc(S(=O)(=O)CCSc2ccc(C(F)(F)F)cn2)cc1	-8%	u	3%	1%	-6%	1%	-40%	0%	-0.2%	4
COc1cccc(NC(=O)C2COc3ccccc3O2)c1 (stereo not given)	3%	u	5%	-4%	-12%	-6%	0%	-4%	-0.1%	13
CN(C)c1ccc(C(=O)NC2(N3CCC3=O)CCCC2)cc1	17%	12%	5%	-5%	-14%	-2%	0%	-3%	0.4%	2

Taken from above:
Value of CC(C)CCn1cnc2c1c(=O)n(CC(=O)NC(N)=O)c(=O)n2Cc1ccccc1 under ELG1 DNA repair: 0%
Value of CCOc1ccc(N(CC(=O)Nc2cc(Cl)ccc2C)S(C)(=O)=O)cc1 under A-T KAP1 phos: -1%
Value of COc1ccccc1NC(=O)c1nn(-c2ccc(F)c(F)c2)ccc1=O under TCR act: 0%
Value of Cc1ccc(NC(=O)C2CC=CCC2C(=O)N2CCCCC2)cc1 (stereo not given) under TSG101-PTAP inh: -3%

Next structures follow.
SMILES	BRCA1 expr up	ELG1 DNA repair	p53 reactivation	TCR act	CXXC DNA block	TSG101-PTAP inh	a7 integrin act	A-T KAP1 phos	B2AR arrestin	TRPV1 ag
Cc1nc(C#N)c(N/N=C/c2cccc(Cl)c2)o1	22µM*	u	u	0%	12%	-2%	3%	-16%	-1.1%	-4
CC(=O)Nc1ccc2c(c1)C(C)(C)C(C)N2C (stereo not given)	-19%	u	0%	x	2%	-1%	-53%[inhibitor]	-1%	-0.1%	1
O=[N+]([O-])c1ccc(S(=O)(=O)Nc2ccc(-c3ccc(N4CCOCC4)nn3)cc2)cc1	21%	u	7%	-2%	x	-2%	26%	1%	-0.1%	1
Cn1c(=O)c2c(nc3n2CC(CO)O3)n(C)c1=O (stereo not given)	10%	15%	x	1%	16%	0%	-13%	5%	4.5%	1
COc1ccccc1CNC(=O)C(CC(C)C)NC(=O)C1CCC(C)CC1 (stereo not given)	3%	-3%	1%	11%	4%	2%	1%	x	-0.7%	u
CCCc1c(C(=O)Nc2ccc(F)cc2C)cnn1-c1ccccc1	-15%	-17%	0%	-2%	-5%	0%	17%	4%	-0.5%	x
CCN1CCN(C(=O)CCc2nnc(CCCCc3ccccc3)o2)[C@@H](C)C1=O	0%	6%	-3%	-6%	34%	0%	-17%	-1%	-0.8%	2
CC(=O)Oc1ccc(N(C(C)=O)S(=O)(=O)c2ccc3ccccc3c2)cc1	-8%	21µM*	-4%	2%	15%	0%	19%	0%	0.2%	22
Cc1ccc(NC(=O)/C(C#N)=C/c2cn(CC(=O)NCc3ccco3)c3ccccc23)cc1C	-10%	u	-2%	-9%	49%[activator]	16%	-9%	4%	3.0%	0
O=C1CCc2cccc(O)c2N1	-8%	x	x	1%	x	-3%	1%	x	x	x
COc1ccc(N2CCN(C(=O)c3ccc4c(=O)n(CC5CCCO5)c(=O)[nH]c4c3)CC2)cc1 (stereo not given)	-41%	-27%	4%	-2%	38%[activator]	-6%	5%	1%	-0.5%	0
O=C(CCS(=O)(=O)c1ccccc1)Nc1ccc(S(=O)(=O)Nc2ncccn2)cc1	-21%	16%	-1%	-4%	-4%	-5%	-2%	4%	-0.1%	1

Brought forward from above: two entries, followed by the next part.
SMILES	BRCA1 expr up	ELG1 DNA repair	p53 reactivation	TCR act	CXXC DNA block	TSG101-PTAP inh	a7 integrin act	A-T KAP1 phos	B2AR arrestin	TRPV1 ag
COc1ccc(N2CCN(C(=O)c3ccc4c(=O)n(CC5CCCO5)c(=O)[nH]c4c3)CC2)cc1 (stereo not given)	-41%	-27%	4%	-2%	38%[activator]	-6%	5%	1%	-0.5%	0
O=C(CCS(=O)(=O)c1ccccc1)Nc1ccc(S(=O)(=O)Nc2ncccn2)cc1	-21%	16%	-1%	-4%	-4%	-5%	-2%	4%	-0.1%	1
Cc1ccc(OCCC(=O)OCC(=O)c2ccc3c(c2)NC(=O)CO3)cc1	-9%	14%	-5%	7%	x	1%	45%	0%	0.2%	26
O=c1c(-c2ccco2)[n+]([O-])c2ccccc2n1OCc1ccccn1	-29%	-5%	25%	2%	19%	3%	15%	-5%	-0.4%	5
c1ccc(CN2CCN(Cc3c[nH]c4ccccc34)CC2)cc1	-26%	-22%	4%	-1%	8%	1%	-7%	-6%	0.4%	7
CN(C)S(=O)(=O)N1CCC(Oc2cccc(C(=O)NC3CCCCC3)c2)CC1	-23%	-17%	11%	0%	-7%	-5%	0%	-2%	0.5%	8
Cn1c(CCN2CCCCC2)nc2cc(NC(=O)COc3ccccc3)ccc21	-25%	0%	9%	6%	1%	-1%	-2%	5%	-0.4%	1
Cc1ccc(-c2[nH]ncc2/C=C(\C#N)C(=O)NC2CCCCC2)cc1	-80%	9.2µM*	-6%	0%	-9%	-2%	-45%	-1%	-1.1%	u
COc1ccc(S(=O)(=O)N2CCCCC2)cc1NC(=O)c1ccc(CS(C)(=O)=O)cc1	-9%	10%	-4%	-4%	x	-3%	20%	2%	-0.3%	-3
